FBW7 activator: human FBW7 E3 ligase activation, primary screen | AlphaScreen FBW7–phospho-cyclin E peptide binding, activator screen | normalized activity (activation), % at 26.1 µM | actives 0.13% (n = 650,000); in the data active = normalized activity above about 1.9%;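 also: purified mutant Fbw7 with reduced substrate affinity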
Target sequence (Q969H0 whole entry, looked up): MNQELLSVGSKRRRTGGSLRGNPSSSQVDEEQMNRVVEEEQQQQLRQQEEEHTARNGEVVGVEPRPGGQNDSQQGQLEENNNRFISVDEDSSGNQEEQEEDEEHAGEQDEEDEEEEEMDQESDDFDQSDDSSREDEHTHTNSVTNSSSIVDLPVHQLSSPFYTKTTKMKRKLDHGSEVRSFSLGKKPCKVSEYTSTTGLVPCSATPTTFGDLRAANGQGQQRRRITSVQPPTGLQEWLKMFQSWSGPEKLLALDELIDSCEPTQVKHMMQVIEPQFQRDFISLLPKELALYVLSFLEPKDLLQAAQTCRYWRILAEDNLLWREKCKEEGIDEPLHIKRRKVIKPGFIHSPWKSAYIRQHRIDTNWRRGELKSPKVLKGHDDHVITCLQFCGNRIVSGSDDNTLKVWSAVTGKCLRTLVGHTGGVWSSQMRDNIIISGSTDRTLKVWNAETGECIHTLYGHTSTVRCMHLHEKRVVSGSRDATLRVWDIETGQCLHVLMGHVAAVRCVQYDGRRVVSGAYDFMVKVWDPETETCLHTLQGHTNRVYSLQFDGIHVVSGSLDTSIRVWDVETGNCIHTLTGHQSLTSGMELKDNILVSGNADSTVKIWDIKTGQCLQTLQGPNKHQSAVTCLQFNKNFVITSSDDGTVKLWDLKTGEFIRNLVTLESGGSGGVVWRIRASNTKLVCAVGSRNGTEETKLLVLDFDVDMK
TEAD-YAP block: TEAD-YAP interaction inhibition | HEK-TIYL cells, TEAD-Gal4/YAP UAS-luciferase luminescence | inhibition, % at 9.12 µM | actives 1.4% (n = 640,000); in the data active = inhibition above about 32%;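 also: 0% = median of test compound wells and 100% = reference inhibitor wells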
GPR151 activ: activators of human GPR151; PathHunter beta-arrestin GPR151 cells, luminescence; activation, % at 11.2 µM; actives 1% (n = 650,000); in the data active = activation above about 4.9%;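 also: 0% = median of compound wells and 100% = cells with positive control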
MITF primary: human MITF inhibition, primary screen. O75030. AlphaScreen MITF homodimerization, bead proximity signal. inhibition, % at 2.6 µM. actives 0.91% (n = 650,000); in the data active = inhibition above about 50%;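 also: 0% = vehicle wells with protein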
* hit, by the source's call; & = joins results of further samples. Rows are unselected; any-hit rate near 3.5%.

compound | FBW7 activator | TEAD-YAP block | GPR151 activ | MITF primary
O=C1CCSc2c1cccc2C(=O)Nc1ccccc1F | 0.1 | -0.6 | 1.9 | 4.0
COC(=O)c1ccc(CNCCC2CCC(=O)N2Cc2ccc(C(F)(F)F)cc2)cc1 (stereo not drawn) | -0.1 | 10.7 | 1.0 | 1.4
Cc1c(Cl)cccc1N(CC(=O)Nc1cccc2ccccc12)S(C)(=O)=O | 0.0 | 2.4 | 1.1 | 10.9
CCCN(CCC)C(=O)c1c[nH]c2ccc(S(=O)(=O)N(C)c3ccc(CC)cc3)cc2c1=O | 0.1 | 5.0 | 0.2 | 16.4
CCOC(=O)C(=CNc1ccc(C#N)cc1)C(=O)OCC | -0.1 | 5.9 | 0.3 | -0.5
C=CCNCCCOc1ccc(C)cc1[N+](=O)[O-] | 0.0 | -0.9 | -4.4 | 43.9
CC(=O)N1CCC(O)(c2ncccc2C)CC1 | -0.2 | -4.8 | -0.5 | 3.8
COc1cc(/C=N/NC(=O)Cc2ccc(C(F)(F)F)cc2[N+](=O)[O-])ccc1O | 0.2 | 13.0 | -1.1 | 5.7
O=C(O)c1ccccc1NCc1ccccc1[N+](=O)[O-] | -0.1 | 0.2 | 2.0 | 9.3
COC(=O)c1c(C)oc2ccc(OC(=O)N3CCOCC3)cc12 | -0.1 | 6.2 | -0.9 | -0.8
CC(=O)Nc1ccc(S(=O)(=O)N2CCN(c3nnnn3-c3ccccc3)CC2)cc1 | 0.6 | -6.4 | -1.0 | -9.7
CN1CC(=O)N2CCN(C(=O)c3ccc(-c4ccccc4)cc3)C[C@@H]2C1=O | -0.1 | -7.3 | 0.7 | -6.6
COc1cc(C2=N/C(=C\c3ccc(N(C)C)cc3)C(=O)O2)cc(OC)c1OC | 0.4 | 7.4 | 1.9 | -5.0
COc1cc(/C=C2\SC(NC(C)=O)=NC2=O)ccc1OCc1ccccc1C | 0.1 | -7.4 | 0.7 | -1.4
N/C(=N\OCC(=O)Nc1ccc(S(=O)(=O)N2CCOCC2)cc1)c1ccccc1 | 0.3 | -2.1 | -2.3 | 6.6
C/C(N)=C(/C#N)C(=O)COC(=O)c1cccc([N+](=O)[O-])c1 | 0.0 | 1.2 | -2.1 | 13.2
CCOC(=O)CCC(=O)Nc1c(C(=O)Nc2ccccc2F)oc2ccccc12 | 0.0 | 1.6 | 0.9 | 3.5
COc1ccc(CCn2cnc3ccc(-c4cn[nH]c4)cc3c2=O)cc1 | 0.0 | 10.0 | 1.5 | 3.0
Cc1cccc2c1N(C(=O)c1sc3ccccc3c1Cl)C(C)(C)c1ssc(=S)c1-2 | 0.0 | 3.3 | 1.6 | 20.8
CN(C(=S)NCc1ccco1)c1ccccc1 | -0.1 | -0.2 | -1.4 | 6.7
COc1cc(OC)cc(N2C(=O)CC(Sc3ncn[nH]3)C2=O)c1 (stereo not drawn) | 0.0 | -1.4 | 1.9 | 10.5
CCCCc1ccc2c(N)c(C(=O)c3ccc(C(=O)c4sc5nc(CCCC)ccc5c4N)cc3)sc2n1 | 0.1 | -1.9 | -0.6 | -9.5
CCCN(CCC)CCNC(=O)c1nn(-c2cccc(OC)c2)c(=O)c2ccccc12 | 0.1 | 3.2 | -1.9 | 10.2
CC(C(=O)c1ccc(Br)cc1)[n+]1cccc2ccccc21 (stereo not drawn) | -0.1 | -9.5 | -0.3 | 1.1
COc1ccc(Br)c(C(=O)N/C(=C\c2cccc([N+](=O)[O-])c2)C(=O)Nc2ccc(Br)cc2)c1 | -0.1 | 9.3 | -0.4 | 9.3
Cc1ccc(OC(=O)NC2CCC(CC3CCC(NC(=O)Oc4ccc(C)c(C)c4)CC3)CC2)cc1C (stereo not drawn) | 0.0 | 0.7 | -0.4 | 1.0
OC(Cc1nc2ccccc2[nH]1)c1nc2ccccc2[nH]1 (stereo not drawn) | -0.1 | 2.7 | 1.5 | -5.4
CC(C)N(Cc1ccccc1)C(=O)c1cccc([N+](=O)[O-])c1 | -0.1 | 0.6 | -0.7 | 2.6
O=C(Nc1nc(-c2nc3ccccc3s2)cs1)c1ccccc1Oc1ccccc1 | 0.1 | -5.4 | 3.1 | 6.3
CC1=CC(C)C2(COC(=O)Nc3ccccc3)COC(c3cccnc3)C1C2C (stereo not drawn) | 0.0 | 5.1 | 0.6 | 9.4
Cc1cnc(CNC2CCN(c3ccc(CC(=O)N4CCC(O)CC4)cc3)CC2)cn1 | -0.1 | -4.5 | 0.3 | 15.1
CCn1c(C(=O)N2CCC(C(=O)NCc3ccc(OC)cc3)CC2)cc2occc21 | 0.0 | -3.9 | 0.8 | 8.6
COc1ccc(-c2nnc(SCC(=O)NCCOc3ccccc3)n2-c2ccccc2)cc1 | 0.5 | -32.2 | 0.2 | 13.3
CCC(C(=O)NCc1cccnc1)c1ccccc1 (stereo not drawn) | 0.4 | 0.0 | 0.1 | 0.9
COc1ccc(C(=O)NC(=S)NN2CCOCC2)cc1 | -0.1 | -3.2 | 1.8 | 2.2
N#C/C(=C\c1ccccc1[N+](=O)[O-])c1nc2ccccc2s1 | -0.3 | -42.4 | -10.3 | -1.2
CCc1ccc2oc(-c3ccc(NC(=O)c4ccccc4[N+](=O)[O-])cc3)nc2c1 | -0.3 | -50.9 | 2.4 | 2.9
COc1ccc(N2C(=O)NC(=O)/C(=C\c3cccn3C(C)(C)C)C2=O)cc1 | 0.3 | -5.8 | 2.4 | 1.2
CCOc1ccc(-c2[nH]nc3c2C(c2ccc(O)c(OC)c2)C(C#N)=C(N)O3)cc1OC (stereo not drawn) | -0.2 | -2.4 | 0.5 | -11.4
CC(=O)Nc1cc(C(=O)NCCCN2CCCCC2)ccc1Sc1ccc(C)cc1 | 0.0 | -6.7 | -0.8 | -11.5
CC(C)C1N=C2c3ccccc3N=C(SCc3ccccc3Cl)N2C1=O (stereo not drawn) | 0.0 | -19.0 | -1.3 | -3.4
O=C(O)CCCCC1SCC2NC(=O)NC21O (stereo not drawn) | -2.6 | -6.0 | 0.1 | 114.9*
CC(CCN1CCC[C@@H]2CN(S(=O)(=O)C(C)C)CC[C@H]21)c1ccccc1 (stereo partly drawn) | -0.1 | -19.6 | 0.1 | -7.1
Cc1nnc(SCC(=O)Nc2cccc(S(=O)(=O)N(C)C)c2)[nH]c1=O | 0.0 | 0.9 | -0.2 | -2.0
O=c1c2sccc2nc(SCc2cc(=O)n3ccccc3n2)n1Cc1ccccn1 | -0.1 | -24.3 | -1.4 | 0.5
CCOC(=O)c1c(NC(=O)c2ccc(OC(C)C)cc2)sc2c1CCC2 | 0.2 | 0.0 | -1.2 | -0.7
Cc1ccc(-c2c3c(nc4sc(C(=O)Nc5ccc(Cl)cc5)c(N)c24)CCCC3)o1 | 0.1 | 1.2 | 0.8 | -6.6
CC12CC(NC(=O)N1c1cccc(C(=O)N3CCCC3)c1)c1ccccc1O2 (stereo not drawn) | 0.0 | 10.4 | 1.1 | -12.6
O=C(Nc1cnc2cnc(-c3ccccc3)cn12)c1ccncc1 | 0.0 | -5.5 | -0.9 | -6.8
COc1ccc(CN2CCN(Cc3cccc(Br)c3)CC2)c(OC)c1OC | -0.2 | 5.8 | 0.3 | 43.1
COc1cc(C)nc(N2CCC(C(=O)NCc3ccco3)CC2)n1 | -0.1 | 3.1 | 0.8 | -2.0
CCOc1ccc(CCNS(=O)(=O)c2ccc3c(c2)NC(=O)CC(=O)N3)cc1OCC | 0.1 | 11.5 | 1.3 | -2.0
O=C(NNC(=O)C1CCCCC1)c1cnccn1 | -0.5 | -2.7 | -0.4 | 13.0
COc1ccccc1NC(=O)CN1CCN(Cc2nc3ccccc3n2C)CC1 | -0.7 | -8.5 | -1.0 | 67.2*
COc1ccccc1CN1CCC2(CC1)c1ccccc1[C@@H](NC(=O)c1ccco1)[C@@H]2OC | 0.8 | 9.7 | -0.8 | 11.7
O=C(CN1CC(=O)Oc2ccccc21)Oc1ccc(F)cc1 | -0.1 | -0.4 | 0.1 | 68.9*
COc1cc(C)ccc1OCCN1CCCC(C)C1 (stereo not drawn) | -0.1 | 2.7 | -1.3 | 44.2
O=C(Nc1c[nH]c(=O)[nH]c1=O)c1ccc(Oc2ccc(C(=O)Nc3c[nH]c(=O)[nH]c3=O)cc2)cc1 | 0.0 | 7.4 | 1.3 | 15.0
CCOc1ccc(N=C2S/C(=C\c3ccc(N(C)C)cc3)C(=O)N2CC)cc1 | -0.3 | -2.4 | -0.1 | -17.4
CN1CCN(CCc2cn3ncnc3nc2-c2ccc(F)cc2)CC1 | 0.2 | -0.8 | 1.1 | -3.1

Remaining list, next part:
compound | FBW7 activator | TEAD-YAP block | GPR151 activ | MITF primary
CCc1nnc(NC(=O)C2CCCN2C(=O)NC2CCCCC2)s1 (stereo not drawn) | 0.7 | -9.8 | 0.4 | -6.0
c1ccc2sc(CN3CCC(c4nc(-c5ccncc5)no4)C3)nc2c1 (stereo not drawn) | -0.9 | -8.8 | -1.3 | 10.4
COC(=O)c1cc(S(=O)(=O)NCCc2cccc(C)c2)cn1C | 0.0 | 6.2 | 0.1 | 1.0
O=C(NN=C1CCCCC1)C(=O)Nc1ccc(F)cc1 | -0.1 | -2.2 | 2.5 | -7.3
COC(=O)c1c[nH]n2c(NC3CCC(C)CC3)c(-c3ccc(C)cc3)nc12 (stereo not drawn) | -0.1 | -61.0 | -1.2 | -0.1
COc1cccc(C(=O)Oc2ccc3c(=O)c(-c4nc5ccccc5s4)coc3c2)c1 | -0.2 | 5.8 | -0.7 | -16.1
CC(C)OC(=O)c1nn2c(C(F)(F)F)cc(-c3ccc(Br)cc3)nc2c1Cl | 0.2 | 7.9 | -0.3 | 7.7
Cc1ccc(S(=O)(=O)N(CC(=O)N(C)C)c2cc(C)ccc2C)cc1 | 0.3 | 3.8 | -0.1 | -0.7
CCOc1ccccc1OCCOCCN1CC(C)OC(C)C1 (stereo not drawn) | 0.3 | 10.0 | -1.7 | 53.4*
O=C(NCCN1CCCCC1)C1CCCN1C(=O)OCc1ccccc1 (stereo not drawn) | 0.0 | -4.8 | 0.9 | 2.2
CCOC(=O)c1ccc(-n2c(N)c(C(=O)N3CCc4ccccc4C3)sc2=S)cc1 | -0.3 | -19.9 | 0.3 | 1.8
O=C(CN1C2CCC1CC(O)C2)N1c2ccccc2Sc2ccccc21 (stereo not drawn) | -0.1 | 4.1 | 0.5 | -0.8
CCCN(CC1CC1)C(=O)c1cn(CC(C)C)cc(C(=O)NC2CCCC2)c1=O | -0.1 | 0.2 | 0.0 | -5.5
NC(=O)c1ccc(NC(=O)C2C3C=CC(O3)C2C(=O)O)cc1 (stereo not drawn) | 0.5 | -3.4 | -0.4 | 16.3
CC(C)CNS(=O)(=O)c1cccc2cnccc12 | 0.0 | 5.3 | -1.2 | -15.3
CC1CCCC(C)N1S(=O)(=O)c1ccc(S(=O)(=O)N(C)C2CCCCC2)cc1 (stereo not drawn) | -0.2 | 5.7 | 0.2 | -7.6
CCOC(=O)c1c(Cc2ccccc2)c[nH]c1C | -0.1 | -21.4 | -1.4 | 9.0
O=[N+]([O-])c1ccc(F)c(NC(=S)NC2CC3CCC2C3)c1 (stereo not drawn) | 0.0 | -48.5 | 0.5 | 0.0
Cn1c(/C=N/c2nc3ccccc3[nH]2)nc2ccccc21 | -0.3 | -23.4 | 0.0 | -0.4
Cc1ccccc1CSc1ncn[nH]1 | 0.0 | -5.5 | 0.3 | -2.5
O=C(NC1CCCCC1)C1CCN(S(=O)(=O)N2CCOCC2)CC1 | -0.2 | 0.4 | -0.6 | -2.4
O=c1c(CN2CCSCC2)coc2ccccc12 | 0.7 | 3.4 | 0.5 | 14.0
CC(=O)c1c(C)nc(-c2ccc(OCc3ccccc3)cc2)n1O | 0.0 | -27.1 | -2.9 | -45.0
O=C(Nc1nc(-c2ccccc2)c(C(=O)c2ccccc2)s1)c1ccc(N2C(=O)CCC2=O)cc1 | -0.1 | 8.4 | 1.3 | -5.2
COc1ccc(C2C3=C(CCCC3=O)Nc3ccccc3N2C(=O)C(C)C)cc1 (stereo not drawn) | 0.0 | -3.9 | -0.5 | 5.6
CC(C)COCC1CC2(CC(C)(c3csc(Nc4ccccc4Cl)n3)OC2=O)C(=O)O1 (stereo not drawn) | 0.2 | 4.0 | 0.6 | 13.8
CCOC(=O)CS(=O)CC(=O)Nc1ccc([N+](=O)[O-])cc1OC (stereo not drawn) | 0.2 | 6.7 | 1.3 | 7.3
O=C(O)c1cc(=O)c2c(Cl)cc(Cl)cc2[nH]1 | 0.1&0.2 | 6.4 | 3.6&2.9 | 4.8&9.4
O=C(NCC1COC2(CCCCC2)O1)c1cccc([N+](=O)[O-])c1 (stereo not drawn) | 0.0 | -1.0 | -1.4 | 2.5

Part of the list above, with values under each structure.
Values in the order – FBW7 activator, TEAD-YAP block, GPR151 activ, MITF primary
O=C(NCC1COC2(CCCCC2)O1)c1cccc([N+](=O)[O-])c1 (stereo not drawn)
 : 0.0, -1.0, -1.4, 2.5
CCOC(=O)CS(=O)CC(=O)Nc1ccc([N+](=O)[O-])cc1OC (stereo not drawn)
 : 0.2, 6.7, 1.3, 7.3

Some entries already given with just TEAD-YAP block and MITF primary:
smiles | TEAD-YAP block | MITF primary
Cn1c(/C=N/c2nc3ccccc3[nH]2)nc2ccccc21 | -23.4 | -0.4
Cc1ccccc1CSc1ncn[nH]1 | -5.5 | -2.5
